Bioassay records from PubChem BioAssay.
GAA glycogen: qHTS Assay for Inhibitors and Activators of Human alpha-Glucosidase Cleavage of Glycogen. AID 2100, 2009. 0.38% of 300,000 active. recombinant GAA, glycogen substrate, Amplex Red glucose oxidase fluorescence. Potency, µM (series often up to 76.4 µM), inactives show at the top dose activity change, negative = inhibition, actives largely listed as inhibitors. Lysosomal alpha-glucosidase (Homo sapiens), P10253; active = well fitted inhibition curve with a large enough effect; inconclusive = small, poorly fitted or top-dose-only effect, or another doubt; inactive = no such curve, though single readings can be large or run the other way;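 also: 0% = full enzyme reaction and -100% = no-enzyme basal signal; the screen sought inhibitors and activators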
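Recombinant human alpha-glucosidase (4 nM final) hydrolysed bovine liver glycogen (30 ug) for 40 min at 37 C in pH 5.0 citrate/phosphate with 0.01% Tween-20. Released glucose detected by glucose oxidase/Amplex Red, Ex 573/Em 610 nm. Compounds up to 77 uM; AC50 from Hill fits.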
The depositor's hits bear a star; ? = inconclusive; & = joins results of further samples; [ ] = remark or other dose. Potency is read from the fitted curve at half-maximal effect. A portion of the library; rates above refer to the full screens.

Molecule: COc1ccc(C2C(C(=O)Nc3ccc(C)cc3C)=C(C)Nc3nc4ccccc4n32)c(OC)c1 (stereo not given)
  GAA glycogen = -17%[76.3 µM]
Molecule: COc1ccc(NC(=O)c2cccc3c2C(=O)N(CC2CCCO2)C3)cc1OC (stereo not given)
  GAA glycogen = 21%[76.3 µM]
Molecule: Cc1ccc(-n2c3nc(=O)[nH]c(=O)c-3cc3c(C)nn(-c4ccccc4)c32)cc1C
  GAA glycogen = 5%[76.3 µM]
Molecule: COc1ccc(Nc2nc3ccccc3n3c(N)nnc23)cc1
  GAA glycogen = -1%[76.3 µM]
Molecule: CCN(Cc1ccccc1)S(=O)(=O)c1c(N)n(C)c(=O)n(C)c1=O
  GAA glycogen = 0%[76.3 µM]
Molecule: Cc1cc2c(c(=O)n1-c1ccccc1)C1O[C@](c3ccsc3)(Cc3cc(C#N)ccc31)O2
  GAA glycogen = 9%[15.3 µM]
Molecule: CC(=O)N/C(=C\c1ccccc1)C(=O)OC/C=C/c1ccccc1
  GAA glycogen = -20%[76.3 µM]
Molecule: CN1CCN(CC(=O)Nc2ccc(OC(F)(F)F)cc2)CC1
  GAA glycogen = 0%
Molecule: O=S1(=O)[C@H]2C[C@@H]3C=C[C@@]2(CN1Cc1cccc(Cl)c1)O3
  GAA glycogen = -2%[76.3 µM]
Molecule: O=C(NCc1ccc(F)cc1)C(c1ccco1)N(C(=O)c1csnn1)c1ccccc1 (stereo not given)
  GAA glycogen = 3%

Molecule: CN(Cc1ccc(Br)cc1)C(=O)CCN1C(=O)c2cccc([N+](=O)[O-])c2C1=O
  GAA glycogen = 21%
Molecule: CCOc1ccc(-n2nc(CO)c(C(=O)NCc3cccc(OC)c3)n2)cc1
  GAA glycogen = 7%[76.3 µM]
Molecule: Cc1cccc2c1cnn2C(=O)Nc1ccccc1Br
  GAA glycogen = -1%
Molecule: C=CCC1NS(=O)(=O)OC2CCCCC12 (stereo not given)
  GAA glycogen = 16%[76.3 µM]
Molecule: COc1ccc(S(=O)(=O)NCc2cccnc2)cc1C(=O)Nc1ccccc1
  GAA glycogen = 4%[76.3 µM]
Molecule: COc1cccc(CCN2CCC(CNS(=O)(=O)c3cc(-c4cc(C)no4)ccc3OC)CC2)c1
  GAA glycogen = -5%[76.3 µM]
Molecule: CC(C)NS(=O)(=O)c1ccc(OCC(=O)N2CCN(c3ccccc3F)CC2)cc1
  GAA glycogen = -11%[76.3 µM]
Molecule: CCn1c(CN(C)c2ccccc2)nc2ccccc21
  GAA glycogen = -3%[76.3 µM]
Molecule: CC(C)(C)SC(C(=O)N1CCOCC1)c1ccc(Br)cc1 (stereo not given)
  GAA glycogen = -3%
Molecule: CCOC(=O)c1sc(NC(=O)c2cc(-c3ccc(F)cc3)on2)c(C(=O)OCC)c1C
  GAA glycogen = -3%[76.3 µM]

Molecule: O=C(NCc1ccccc1)/C(=C/c1ccccc1)NC(=O)c1ccco1
  GAA glycogen = 16%
Molecule: O=C(COc1ccc2c3c(c(=O)oc2c1)CCCC3)NCC(O)c1ccccc1 (stereo not given)
  GAA glycogen = -1%[76.3 µM]
Molecule: CC1C(=O)Nc2ccccc2N1C(=O)c1cccc(C(F)(F)F)c1 (stereo not given)
  GAA glycogen = 0%
Molecule: COc1ccc(OC)c(N(C)S(=O)(=O)c2cc3c(cc2C)NC(=O)CO3)c1
  GAA glycogen = -2%[76.3 µM]
Molecule: N#Cc1cccc(NC(=O)CCNS(=O)(=O)c2ccc3[nH]c(=O)oc3c2)c1
  GAA glycogen = -14%[76.3 µM]
Molecule: COc1ccc(Cn2c(SCc3ccc(C(=O)NCc4ccccc4F)cc3)nc3cccnc32)cc1
  GAA glycogen = -16%[76.3 µM]
Molecule: Cc1cc(C)c(C)c(OCC(=O)Nc2ccc(S(=O)(=O)Nc3nc(C)cc(C)n3)cc2)c1
  GAA glycogen = 7%[76.3 µM]
Molecule: Cc1cc(C)n(-c2ccc(NC(=O)C3CCCCN3C(=O)c3ccc(C)s3)cc2)n1 (stereo not given)
  GAA glycogen = -2%[76.3 µM]
Molecule: CCOc1ccc(N2C(=O)C3C4C=CC([C@H]5CC45)[C@@H]3C2=O)cc1 (stereo not given in full)
  GAA glycogen = -1%
Molecule: Cc1cccc(OCc2nnc(SCC(=O)Nc3ccc(N4CCOCC4)cc3)o2)c1
  GAA glycogen = -25%

Molecule: COc1ccc(NC(=O)CN2CCN(c3ccc(F)cc3)CC2)cc1
  GAA glycogen = -12%
Molecule: COc1cc(NC(=O)CN2C(=O)C(c3ccc(Cl)cc3)=NC23CCCCC3)cc(OC)c1
  GAA glycogen = -12%[76.3 µM]
Molecule: CCCCNC(=O)/C(=C/c1ccco1)NC(=O)c1ccco1
  GAA glycogen = 1%[76.3 µM]
Molecule: O=C(CC(=O)c1ccccc1)Nc1ccc(Cl)cc1
  GAA glycogen = 2%
Molecule: Cc1ccc(S(=O)(=O)Nc2ccc3c(c2)nc(CCN2CCCC2)n3C)cc1
  GAA glycogen = -1%[76.3 µM]
Molecule: COc1ccc(-c2oc3ncn4nc(COc5c(C)cccc5C)nc4c3c2-c2ccc(OC)cc2)cc1
  GAA glycogen = 8%[76.3 µM]
Molecule: Cc1cc(=O)oc2cc(OC(C)C(=O)NC3CCCC3)ccc12 (stereo not given)
  GAA glycogen = 3%
Molecule: CC(C)(C)c1ccc(/C=C2\Oc3cc(O)ccc3C2=O)cc1
  GAA glycogen = -1%
Molecule: CC(C)CCNC(=O)c1cn(C)c2ccc(S(=O)(=O)N3CCOCC3)cc2c1=O
  GAA glycogen = -10%[76.3 µM]
Molecule: Fc1ccc(-c2nnc(CN3CCN(c4ccccn4)CC3)o2)cc1
  GAA glycogen = -8%[76.3 µM]

Molecule: Nc1nnnn1/N=C/c1ccccc1
  GAA glycogen = -4%
Molecule: COc1ccccc1NC(=O)Nc1ccc(NC(=O)c2ccccc2O)cc1
  GAA glycogen = -3%
Molecule: CCc1cc(C(=O)OC)c(NC(=O)CSc2nccn2C)s1
  GAA glycogen = -8%[76.3 µM]
Molecule: CCCCOc1ccc(C(=O)Nc2ccc(S(=O)(=O)Nc3nc(C)cc(C)n3)cc2)cc1
  GAA glycogen = -13%[76.3 µM]
Molecule: C/C(=N\NC(=O)CNC(=O)c1ccccc1Br)c1ccco1
  GAA glycogen = -2%
Molecule: Cc1cc(C)cc(-n2c(-c3ccccc3)c(C)n3c4c(=O)n(C)c(=O)n(C)c4nc23)c1
  GAA glycogen = 14%[76.3 µM]
Molecule: CCN1CCCC1CNC(=O)c1[nH]c2ccc(OC)cc2c1C (stereo not given)
  GAA glycogen = -5%
Molecule: CCOCCCNC(=O)C1CCN(C(=O)c2cc3sccc3n2C)CC1
  GAA glycogen = 13%[76.3 µM]
Molecule: CCN(CC)C(=O)Cn1cc(/C=C(\C#N)C(=O)NC2CC2)c2ccccc21
  GAA glycogen = 10%[76.3 µM]
Molecule: COC(C(=O)N/N=C(\C)c1ccc(C(C)(C)C)cc1)c1ccccc1 (stereo not given)
  GAA glycogen = 11%[76.3 µM]

(cont.)
canonical_smiles,GAA glycogen
Cc1cc(C)nc(NC(=S)NC(=O)c2ccccc2)n1,-12%[76.3 µM]
Cc1ccc(S(=O)(=O)Nc2ccc(S(=O)(=O)NCC3CCCO3)cc2)cc1 (stereo not given),-1%
Nc1nc(O)c(Sc2ccccc2[N+](=O)[O-])c(=O)[nH]1,3%
Cc1cc(-c2ccccc2)c2ccc(NC(=O)C(C)(C)C)nc2n1,-13%[76.3 µM]
O=c1oc2c(F)cc(F)cc2cc1S(=O)(=O)c1ccc(F)cc1,-3%[76.3 µM]
CCOC(=O)N1CCc2c(sc3c2C(=O)NC(c2ccc(N(C)C)cc2)N3)C1 (stereo not given),?
O=c1oc2ccc(Cl)cc2cc1-c1nc(-c2cccs2)no1,20%[76.3 µM]
CCOc1ccc(N2CC(C(=O)Nc3ccncc3)CC2=O)cc1 (stereo not given),-10%
COc1ccc(C2Sc3ccccc3NC3=C2C(=O)c2ccccc23)c(OC)c1OC (stereo not given),-17%[76.3 µM]
CCN(C(=O)CCNC(=O)Cn1cnc2ccccc2c1=O)c1cc(OC)ccc1OC,-3%[76.3 µM]

Shown with the structure last: entries from further up.
GAA glycogen | structure
-3%[76.3 µM] | O=c1oc2c(F)cc(F)cc2cc1S(=O)(=O)c1ccc(F)cc1
-13%[76.3 µM] | Cc1cc(-c2ccccc2)c2ccc(NC(=O)C(C)(C)C)nc2n1
-12%[76.3 µM] | Cc1cc(C)nc(NC(=S)NC(=O)c2ccccc2)n1

Going on with the list:
canonical_smiles,GAA glycogen
Cc1ccc(-n2c(=S)sc3c(=O)n(-c4ccccc4C)c(SCC(=O)O)nc32)cc1C,-4%
COc1cccc(-c2cc(C(=O)Nc3ccc4c(c3)OCO4)no2)c1,6%&6%[76.3 µM]
Cc1cc(C)c2c(C(C)(C)C)nn(-c3ccccc3)c2n1,5%
CC(=O)c1ccc(Nc2cc(C)nc3nc(Cc4ccccc4)nn23)cc1,1%[76.3 µM]
CCNc1c(NC(=O)C2CCC(C)CC2)c(=O)oc2ccccc12 (stereo not given),0%
O=C(CCCN1C(=O)/C(=C/c2ccccc2Cl)SC1=S)N1CCCC1,-1%[76.3 µM]
COc1ccc(N(CC(=O)N2CCN(C)CC2)S(=O)(=O)c2ccccc2)cc1,2%
COc1ccc(OCCCCn2c(CO)nc3ccccc32)cc1,-13%[76.3 µM]
O=C1c2[nH]nc(-c3ccccc3O)c2C(c2ccccc2F)N1Cc1ccncc1 (stereo not given),-13%[76.3 µM]
O=C(NCCSCc1cccc(Cl)c1)C1CCN(S(=O)(=O)Cc2ccccc2)CC1,8%[76.3 µM]

Continued:
canonical_smiles,GAA glycogen
Nc1nonc1-n1nnc(C(=O)N/N=C/c2ccoc2)c1CSc1ccc(Cl)cc1,?
Cc1cc(-c2nnc(SCC(=O)Nc3ccc(Cl)cn3)n2N)n[nH]1,6%[76.3 µM]
CCC(C)[C@H]1COCCS(=O)(=O)N1Cc1ccccc1 (stereo not given in full),24%[76.3 µM]
COc1ccc(C2(C)NC(=O)N(CC(=O)NCc3ccccc3F)C2=O)cc1 (stereo not given),1%
CCOc1ccc(S(=O)(=O)NC(C)C(=O)NCc2ccncc2)cc1 (stereo not given),-16%
CN(C)S(=O)(=O)N(CC(=O)NCCSc1ccccc1)c1ccccc1,12%[76.3 µM]
CCn1c(SCC(=O)Nc2ccc(N3CCOCC3)cc2)nnc1-c1ccncc1,-1%
CC(=O)c1ccc(N2CCN(Cc3nc4ccccc4[nH]3)CC2)cc1,-7%
COc1cccc(N(C(=O)Cc2cccs2)C(C(=O)NC2CCCC2)c2ccncc2)c1 (stereo not given),1%
O=C(CCn1c(=S)oc2ccccc21)Nc1ccccc1Br,7%

Shown with values ahead of the structure: 3 of the compounds above.
GAA glycogen | SMILES
7% | O=C(CCn1c(=S)oc2ccccc21)Nc1ccccc1Br
-16% | CCOc1ccc(S(=O)(=O)NC(C)C(=O)NCc2ccncc2)cc1 (stereo not given)
-7% | CC(=O)c1ccc(N2CCN(Cc3nc4ccccc4[nH]3)CC2)cc1

Next section.
canonical_smiles,GAA glycogen
Cc1cc2nc(-c3cccc(NC(=O)CSc4ccc(Cl)cc4)c3)oc2cc1C,-2%[76.3 µM]
CC(C)Cc1nnc(NC(=O)CCNC(=O)c2ccco2)s1,-7%
CCCCC(C(=O)NC1CCCC1)N(C(=O)c1snc(C(N)=O)c1N)c1ccc(C)cc1 (stereo not given),9%
CCOC(=O)c1ccccc1NC(=O)Cn1nnc2sc3c(c2c1=O)CCCC3,12%[76.3 µM]
CCCCCCCCCCOC(=O)Cn1c(COc2ccc(OC)cc2)[n+](C)c2ccccc21,4%
CCc1ccc(S(=O)(=O)N2CCN(c3ncccn3)CC2)cc1,11%[76.3 µM]
Cc1ccc(/C=C2\SC(=S)N(CCCC(=O)Nc3cccc(C(=O)O)c3)C2=O)cc1,-10%[76.3 µM]
COC(=O)c1ccccc1NC(=O)c1ccc2c(c1)CCN2S(=O)(=O)c1ccc(Cl)cc1,19%[76.3 µM]
CCC1(c2ccc(F)cc2)NC(=O)N(CC(=O)Nc2ccc(C(N)=O)cc2)C1=O (stereo not given),15%[76.3 µM]
Cc1ccc(C(=O)OCC(=O)NC2CCCC2)cc1,-9%

More results
canonical_smiles,GAA glycogen
CCCn1c(SCC(=O)N2CCCCC2)nc2c1c(=O)n(C)c(=O)n2C,-6%
COc1cc(C(C)=O)ccc1OCC(O)CNCC(O)c1ccccc1 (stereo not given),4%
O=S(=O)(c1ccccc1)c1nc(-c2ccccc2)oc1N1CCN(c2cccc(Cl)c2)CC1,-19%[76.3 µM]
CC(=O)c1ccc(NC(=O)CCCCCn2nnc3ccccc3c2=O)cc1,-1%
COc1ccccc1OCc1nnc(-c2ccccc2)o1,15%[76.3 µM]
CC(=O)Nc1ccc(Nc2cc(N(C)C)c3nonc3c2[N+](=O)[O-])cc1,1%
Cc1ccc(CCNC(=O)c2ccc3c(c2)N(Cc2ccccc2)C(=O)c2ccccc2S3=O)cc1 (stereo not given),14%[76.3 µM]
CCOc1ccc(-n2cc(C(=O)NCCOC)c3cc(OC)c(OC)cc3c2=O)cc1,-2%
Cc1cccc(C(=O)NNS(=O)(=O)c2ccc(F)cc2)c1O,-2%[76.3 µM]
O=C(C1CCCN(S(=O)(=O)c2cccs2)C1)N1CCN(c2ccccc2F)CC1 (stereo not given),0%[76.3 µM]
Cc1ccc(-n2c(=O)c3cccnc3n2CC(=O)Nc2ccc(Br)cc2)cc1C,2%[76.3 µM]

4 compounds from above, arranged by SMILES length, ascending:
canonical_smiles,GAA glycogen
COc1ccccc1OCc1nnc(-c2ccccc2)o1,15%[76.3 µM]
Cc1cccc(C(=O)NNS(=O)(=O)c2ccc(F)cc2)c1O,-2%[76.3 µM]
CCCn1c(SCC(=O)N2CCCCC2)nc2c1c(=O)n(C)c(=O)n2C,-6%
O=S(=O)(c1ccccc1)c1nc(-c2ccccc2)oc1N1CCN(c2cccc(Cl)c2)CC1,-19%[76.3 µM]
